# hcGAS lum – human cGAS inhibition; Q8N884; AID 1259398; 0.081% of 290,000 active; inhibition, % at 12.5 µM; recombinant h-cGAS, ATP depletion, Kinase-Glo luminescence;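 note: 0% = vehicle reaction and 100% = reaction without DNA for no activity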
# Target sequence (Q8N884 whole entry, looked up): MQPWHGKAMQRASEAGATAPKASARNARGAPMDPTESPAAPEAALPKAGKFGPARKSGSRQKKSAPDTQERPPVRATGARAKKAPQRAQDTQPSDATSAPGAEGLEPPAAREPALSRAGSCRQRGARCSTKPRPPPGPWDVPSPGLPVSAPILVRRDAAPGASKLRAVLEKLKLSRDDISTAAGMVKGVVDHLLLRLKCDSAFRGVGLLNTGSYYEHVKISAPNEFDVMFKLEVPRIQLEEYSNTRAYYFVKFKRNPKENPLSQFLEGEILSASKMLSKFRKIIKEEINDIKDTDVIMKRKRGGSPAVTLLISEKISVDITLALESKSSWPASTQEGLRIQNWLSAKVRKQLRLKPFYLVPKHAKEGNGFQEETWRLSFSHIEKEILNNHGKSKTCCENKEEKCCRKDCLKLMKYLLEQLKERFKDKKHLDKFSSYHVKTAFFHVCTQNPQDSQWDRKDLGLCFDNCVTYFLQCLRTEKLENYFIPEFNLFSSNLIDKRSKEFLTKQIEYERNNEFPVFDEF
# mcGAS lum – mouse cGAS inhibition by luminescence. 0.15% of 160,000 active. inhibition, % at 12.5 µM. recombinant cGAS, Kinase-Glo ATP depletion luminescence. Q8C6L5. AID 1259399;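 note: 0% = negative control wells and 100% = reference inhibitor with no enzyme activity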
# NPYLR7 ag – mosquito NPYLR7 agonism; activation, % at 10 µM; HEK293T NPYLR7/Galpha15, GCaMP6s calcium fluorescence; 0.15% of 270,000 active; AID 1259423; in the data active = activation above about 40%;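 note: 0% = vehicle and 100% = reference agonist at the receptor; some compounds past the cut are filed as inactive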
# Numbers without * were called inactive; . = not tested or not shown; & = joins results of further samples. Cut-off read from the data, not from the text of the source, unless noted: active = inhibition above about 40%; inactive = the rest.
structure	hcGAS lum	mcGAS lum	NPYLR7 ag
COC(=O)c1ccc(Cn2nc(C)c3cnn(-c4ccc(F)cc4)c3c2=O)o1	-7.2	.	9.1
CCC1=NN(C(=O)c2ccncc2)C(O)(C(F)(F)F)C1 (stereo unspecified)	-8.5	.	2.4
O=c1cc(CSc2nnnn2C2CCCC2)nc2sccn12	-10.7	.	-0.7
CCn1cc(C(=O)N2CCN(Cc3ccccn3)CC2)c2nn(-c3ccccc3)c(=O)c-2c1	-7.7	-8.9	-1.5
CN1CCC(Nc2cc(Cl)ccc2N2CCCC2)C1=O (stereo unspecified)	-11.1	-9.4	7.5
COC(C(=O)Nc1ccc(-n2ccnc2C)c(F)c1)c1ccccc1 (stereo unspecified)	-7.3	.	10.9
Cn1c(=O)n(Cc2ccc(Br)cc2)c(=O)c2c1nc1n2CCCN1Cc1ccccc1	0.4	.	6.4
CCCN(Cc1nc(C(=O)OC)cs1)C(=O)Nc1cc(OC)cc(OC)c1	-9.3	-5.5	-2.8
C[C@H]1[C@H]2CC[C@H]3[C@@H]4CC=C5C[C@@H](N(C)C)CC[C@]5(C)[C@H]4CC[C@]23CN1C	-0.6	.	-7.3
Cc1nc(C)c(Cc2ccccc2Cl)c(N2CCN(C(=O)c3ccc(Br)cc3)CC2)n1	-3.6	-4.3	13.0
Cc1cnc(C)c(N2CC(c3ccncc3)C2)n1	-3.8	-17.9	24.7
COc1cc(Cl)ccc1OCc1cc(C(=O)N2CCN(C)C[C@@H]2c2ccccc2)no1	-5.6	.	-3.0
Cc1cc(Cl)c2oc(C(=O)N3CCN(c4cccc(C)n4)CC3)c(C)c2c1	6.0	-0.8	-1.3
O=C(CSc1nnc(Cc2cccs2)n1C1CC1)NC1CCCC1	-8.1	.	3.2
O=C(CCNC1CCC2(CCNCC2)CC1)Nc1nccs1	-6.0	-14.6	14.3
COc1ccc2c(=O)c3c(oc2c1)C(=O)N(c1nccs1)C3c1ccccn1 (stereo unspecified)	-7.4	.	2.5
CC(C)CN(C(=O)CN1CCCCCC1)c1c(N)n(CC(C)C)c(=O)[nH]c1=O	-0.6	.	-0.1
COc1ccccc1-c1nc2ccccn2c1Nc1c(C)cccc1C	-4.3	-9.7	8.9
CCCNc1nc(SC)nc2c1cnn2CCNC(=O)C(C)C	-5.8	-5.8	.
CC1CCCC(NC(=O)CS(=O)(=O)c2nccn2-c2ccccc2)C1C (stereo unspecified)	5.0	.	-0.9
CC(=O)c1cnn(CN2CCC(CN3CCCCCC3)CC2)c1C	20.5	.	0.6
Cc1nc(CSc2ccc(C(=O)NC3CCCC(C(F)(F)F)C3)cc2)cs1 (stereo unspecified)	-9.7	-5.3	11.5
Cc1c(C(=O)NNS(=O)(=O)c2ccccc2F)oc2ccccc12	-8.4	.	8.5
COc1ncccc1-c1ccc(S(N)(=O)=O)cc1F	-3.8	.	2.5
COc1ccc(N(C)S(=O)(=O)c2ccc(OC)c(N3CCN(C(=O)CCCCCCl)CC3)c2)cc1	-9.2	-5.4	8.6
Cc1nn(C(C)C(=O)N2CCN(C(=O)c3ccco3)CC2)c(=O)c2cc3occc3n12 (stereo unspecified)	-7.8	-4.0	3.3
CCOc1ccccc1-c1nc(C(N)=O)c2[nH]c(=O)n(-c3ccccc3OCC)c2n1	-12.0	.	9.3
O=C(CSc1nc(=O)n(Cc2ccncc2)c2c1CCC2)NC1CCCC1	-7.5	-11.5	24.2
CC(C)CC(=O)NCCn1nc(-c2cccs2)ccc1=O	9.8	0.6	5.2
Cc1ccsc1S(=O)(=O)NC(CC(C)C)c1nnc2n1CCNCC2 (stereo unspecified)	-6.7	.	3.7
COc1cccc2c1OCC(n1cc(-c3sccc3C)nn1)C2 (stereo unspecified)	-6.2	.	4.1
COc1ccccc1-c1cccc(C(=O)NCc2cnc(C)cn2)c1	-4.0	.	5.3
O=C1NCCN(Cc2cccc3ccccc23)C1CC(=O)N1CCN(c2ncccn2)CC1 (stereo unspecified)	-7.8	-9.4	.
CCN1CCN(C(=O)C(C)Sc2nc(N)c3ccsc3n2)CC1 (stereo unspecified)	0.0	.	-0.1
CC(C)c1c(C(=O)NCc2ccccn2)cnn1Cc1ccccc1	-0.1	-7.2	.
CC(C)N(Cc1nccn1C)c1nc2nonc2nc1NC1CCCC1	-5.6&3.3	.	3.4&6.0
CCn1cc(C(CC(=O)N2CCN(C/C=C/c3ccccc3)CC2)c2ccc(F)cc2)c2ccccc21 (stereo unspecified)	-5.2	-7.5	6.8
COc1ccc(C(=O)NCc2ccncc2)cc1Oc1nc(Cc2ccc(C)cc2)ns1	-6.6	-5.1	-7.7
COc1ccc(-n2nnc(C(=O)OCc3nc(-c4ccc(OC(C)C)cc4)oc3C)c2C)cc1	0.3	-1.5	-14.9
Nc1nnc(SCC(=O)c2ccc(Cl)s2)s1	-0.3	-3.9	0.1
O=C(Nc1ccnc(-c2ccccc2)n1)c1ccccc1C(F)(F)F	-5.2	-12.2	1.6
CCN(CCOC)C(=O)CSc1nnc(C)s1	-9.4	-6.0	7.1
O=C(CCc1ccccc1)Nc1ccnn1C1CCN(C(=O)NCc2ccccc2)CC1	-5.5	-10.7	.
CCOC(=O)C1=C(C)N(CCOC)C(=O)NC1c1cccs1 (stereo unspecified)	-8.1	.	-7.3
CN1CCC2(CCN(Cc3ccc(-n4cncn4)cc3)CC2)C1	-4.7	.	-5.7
CN(Cc1ccco1)C(=O)c1ccccc1N1CCC(NC(=O)Nc2cccc(Cl)c2)CC1	-1.8	-3.5	1.7
CCSCCN(C(=O)c1ccc(-n2cnnc2)cc1)C1CCCCC1	-7.0	-11.5	30.5
Cc1ccccc1OCC(=O)N=Nc1c(O)[nH]c2ccc(F)cc12	-0.1	1.9	-4.5
C#CCn1c(=NC(=O)c2cc(OC)c(OC)c(OC)c2)sc2cccc(OC)c21	-5.6	-7.7	1.6
Cc1nn(C)c2ncc(NC(=O)CSC(C)(C)C)cc12	-3.6	.	0.1
CCCCc1ncc(CN2CCCn3nc(C(=O)O)cc3C2)[nH]1	-6.9	.	6.2
CCn1c(=O)c(C(=O)NCCO)c(O)c2ccccc21	2.3	-3.1	5.7
CC(C)Oc1ccc(-c2cncn2C)cc1	-1.4	.	1.8
COc1cc(NC(=O)NCc2nnnn2C2CCCCC2)cc(OC)c1OC	-12.4	.	2.6
Cc1ccc(C2SCCN2C(=O)Nc2c(C)cccc2C)o1 (stereo unspecified)	-7.2	-4.5	18.2
CNC(=O)C1CN(C(=O)CCC2CCCC2)CC12CCCC2 (stereo unspecified)	-2.0	-4.9	.
Nc1ccc2nn(-c3cccc4ccccc34)nc2c1	2.1	.	-0.6
Cc1ccccc1N1CCN(C(=O)c2ccccc2)C(C)C1=O (stereo unspecified)	-6.7	-5.1	17.7
O=C(CSc1ccc(-c2ccc(-n3cccn3)cc2)nn1)NCc1ccccc1Cl	-4.6	0.6	-10.7
CCCCCCCC1C(C#N)C(=N)SC(=N)C1C#N (stereo unspecified)	3.1	4.4	23.2

# (next part)
structure	hcGAS lum	mcGAS lum	NPYLR7 ag
Cc1sc(NC(=O)C(C)C)c(C(=O)O)c1C	-0.9	-5.3	6.2
CCSc1nc(NCC(C)C)c2cnn(CCNC(=O)c3cn(C)nc3OC)c2n1	0.3	-6.6	1.6
O=C(NCc1ccco1)c1ccc(CSc2nnc(Cc3ccccc3)n2Cc2ccccc2)cc1	-10.3	-4.9	13.7
C=CCn1c(SCC(=O)N(C)C)nc2sc3c(c2c1=O)CCC3	-5.2	.	-4.3
Cc1cc(NC(=O)NC(C)c2cccc(Br)c2)no1 (stereo unspecified)	-4.7	.	7.4
N#CC1C(=N)OC2=C(C(=O)CCC2)C1c1cccc(O)c1 (stereo unspecified)	-0.9	-3.6	2.9
Cc1ccccc1S(=O)(=O)NC(=O)C1(C)CCN1C(=O)CC1CCCCC1 (stereo unspecified)	-4.2	.	11.1
CCOC(=O)c1cc(C2CC2)n(C2CCN(S(=O)(=O)c3ccc(F)cc3)CC2)n1	-2.1	-4.7	10.2
CCn1cc(C(CC(=O)NCCc2ccccn2)c2cccc(F)c2)c2ccccc21 (stereo unspecified)	-4.0	-6.4	3.0
Cc1ccccc1C(=O)Oc1ccccc1-c1nc2ccc(Br)cn2c1NC1CCCCC1	1.4	-2.0	-11.5
COCCCNc1nc2nonc2nc1N(C)CCOC	7.3	.	-6.8
COc1cn2c(cc1=O)C(=O)N(CCNC(=O)CC(c1ccccc1)c1ccccc1)CC2	-7.6	.	13.5
CC1(C(=O)Nc2cccc(Oc3ccccc3)c2)CCN1Cc1ccccc1OC(F)F (stereo unspecified)	-8.6	.	9.5
COC(=O)c1ccc(Cn2c(C)c(C(=O)Nc3ccc(OC)cc3)sc2=O)o1	1.5	.	-8.1
COCCCN(CC(=O)N1CCc2sccc2C1c1ccc(OC)cc1)S(=O)(=O)c1ccc(NC(C)=O)cc1 (stereo unspecified)	-3.5	-3.9	-0.7
CCn1cc(CN(C)C(=O)c2csc(Cc3ccccc3)n2)c(C)n1	-3.6	.	5.6
CCOc1ccc2nc(N3CCCN(Cc4cccc(C(C)=O)c4)CC3)nc(C)c2c1	-9.5	-12.3	19.8
N#Cc1ccc(OCc2nnnn2-c2ccc(C(F)(F)F)cc2)cc1	-5.9	.	1.2
Cc1ccc(CSc2nc(=O)n(Cc3ccncc3)c3c2CCC3)cc1	0.8	-1.1	-2.5
CC1(C)NC(=O)N(CC(O)CN2CCCC2)C1=O (stereo unspecified)	3.4	.	5.3

# Random excerpt: 7 compounds from above.
structure	hcGAS lum	mcGAS lum	NPYLR7 ag
CCn1cc(CN(C)C(=O)c2csc(Cc3ccccc3)n2)c(C)n1	-3.6	.	5.6
Cc1ccccc1C(=O)Oc1ccccc1-c1nc2ccc(Br)cn2c1NC1CCCCC1	1.4	-2.0	-11.5
COCCCN(CC(=O)N1CCc2sccc2C1c1ccc(OC)cc1)S(=O)(=O)c1ccc(NC(C)=O)cc1 (stereo unspecified)	-3.5	-3.9	-0.7
Cc1cc(NC(=O)NC(C)c2cccc(Br)c2)no1 (stereo unspecified)	-4.7	.	7.4
COC(=O)c1ccc(Cn2c(C)c(C(=O)Nc3ccc(OC)cc3)sc2=O)o1	1.5	.	-8.1
CCSc1nc(NCC(C)C)c2cnn(CCNC(=O)c3cn(C)nc3OC)c2n1	0.3	-6.6	1.6
COCCCNc1nc2nonc2nc1N(C)CCOC	7.3	.	-6.8

# (next part)
structure	hcGAS lum	mcGAS lum	NPYLR7 ag
CCCCCNc1nnnc2c1sc1nc(N3CCOCC3)c3c(c12)CC(C)(C)OC3	-7.8	.	3.2
COCc1ccc(C(=O)N2CCc3c(cc(-c4ccncc4)c(=O)n3CCN3CCCCC3)C2)s1	-1.6	-13.6	9.0
Cc1cc(C#N)ccc1Oc1ccc(C(=O)O)cc1	-17.6	-16.7	4.3
CCCc1cc(C(=O)N2CCC(n3nccc3NC(=O)C(OC)c3ccccc3)CC2)no1 (stereo unspecified)	-5.3	.	-1.8
CN(C(=O)CN1CCC2(CCCN(CCO)C2=O)C1)C1CCCCC1 (stereo unspecified)	-12.2	-6.6	.
Fc1ccc(CNCc2ccc3c(c2)OCO3)cc1	2.1	-0.4	4.4
COc1ccc(Cn2c(-c3ccccc3OC)n[nH]c2=O)cc1	-0.9	.	-1.6
O=C(CN1CCOCC1)Nc1ccc(OC(F)(F)F)cc1	-11.3	.	14.5
CC1(C)CC(=O)C2C(=Nc3ccccc3NC2c2coc3ccccc3c2=O)C1 (stereo unspecified)	-3.4	-5.3	-0.8
COC(=O)C1CCCCN1C(=O)c1cc(Cl)ccc1OC1CCN(C(C)=O)CC1 (stereo unspecified)	-4.3	-10.3	1.1
COc1ccc(-c2nnc3ccc(OCCNC(=O)c4cc(C)cc(C)c4)nn23)cc1OC	3.5	.	-1.2
COc1ccc(CN2C(=O)N(CC(=O)NC(C)C)c3ccccc3S2(=O)=O)cc1	0.7	.	1.6
O=c1c(-c2ccc(O)cc2)coc2c(C3O[C@H](CO)[C@@H](O)[C@H](O)[C@H]3O)c(O)ccc12 (stereo partly specified)	1.2	.	3.5
O=c1sc(N2CCN(C3CCCCC3)CC2)nc2ccsc12	-3.0	.	2.2
CCCOc1ccccc1Cn1c(=O)oc2ccccc21	-4.8	.	21.8
Cc1cc(C)cc(OCc2nc(CNCCN3CCOCC3)cs2)c1	-1.0	.	29.5
CCc1ccccc1OCC(=O)NC1CCN(C2CCOC2)CC1 (stereo unspecified)	-8.4	.	14.2
CNC(C)(C)/C(=N\O)c1ccccc1	2.6	.	-12.0
CCOc1ccc(N(CC(=O)NCc2ccco2)S(=O)(=O)c2ccc(SC)cc2)cc1	-5.9	-5.3	-8.6
FC(F)(F)c1cccc(Cc2noc(CNCc3ccncc3)n2)c1	-1.0	-27.7	-0.8
Cc1ccc(CN(C)C(=O)c2cc(Cn3ccc4ccccc43)[nH]n2)s1	-9.0	-10.8	6.5
Cn1cc(C2N3CC4(C)CN2CC(C)(C3)C4O)c2ccccc21 (stereo unspecified)	-0.3	.	7.8
Cc1ccc(N2CCN(C(=O)C3CCC3)C(C)C2=O)cc1F (stereo unspecified)	-5.4	-5.9	23.0

# Quoted from the listing.
# Value for `CN1CCC2(CCN(Cc3ccc(-n4cncn4)cc3)CC2)C1` under NPYLR7 ag: -5.7
# Value for `CCCOc1ccccc1Cn1c(=O)oc2ccccc21` under NPYLR7 ag: 21.8
# Value for `C=CCn1c(SCC(=O)N(C)C)nc2sc3c(c2c1=O)CCC3` under hcGAS lum: -5.2
# Value for `CCCCc1ncc(CN2CCCn3nc(C(=O)O)cc3C2)[nH]1` under hcGAS lum: -6.9

# Outcome played no part in choosing rows; about 0.29% have a hit in one of these screens.
